Assay outcomes: PubChem, National Center for Advancing Translational Sciences (NCATS)
L3MBTL1 inh = qHTS Assay for the Inhibitors of L3MBTL1; Lethal(3)malignant brain tumor-like protein 1 (Homo sapiens), Q9Y468; AlphaScreen L3MBTL1–H3K9me1 peptide binding; Potency, µM (top dose mostly 57.1 µM), without a hit: top-dose activity, negative = inhibition, actives largely listed as inhibitors; 230,000 compounds, 0.66% hits; AID 485360, 2010; further: on the % scale 0 is the no-effect control and ±100 the full control effect; nearly all actives have a fitted effect of over 60% in size
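AlphaScreen assay: L3MBTL1 (50 nM final) was preincubated 30 min at room temperature with biotinylated H3(1-15)K9me1 peptide (75 nM final), then 30 min with library compounds; streptavidin donor and nickel chelate acceptor beads (10 ug/mL final) added, 30 min dark.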
Tau ThT inhib = qHTS for Inhibitors of Tau Fibril Formation, Thioflavin T Binding; Potency, µM (top dose mostly 57.4 µM), for inactives: top-dose activity, negative = inhibition, hits mostly inhibitors; recombinant tau K18 P301L, heparin-induced fibrillization, ThT fluorescence; AID 1460, 2008; Microtubule-associated protein tau (Homo sapiens), P10636; 270,000 compounds, 2.1% hits; further: on the % scale 0 is the no-effect control and ±100 the full control effect; nearly all actives have a fitted effect of over 55% in size
Target sequence (P10636 561-689 P618L limits assumed): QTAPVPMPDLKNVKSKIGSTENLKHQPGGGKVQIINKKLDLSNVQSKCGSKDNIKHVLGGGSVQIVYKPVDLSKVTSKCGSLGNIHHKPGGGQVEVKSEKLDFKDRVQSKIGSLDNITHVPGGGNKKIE
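Using a mix of unlabeled (15 uM) and Alexa 594-labeled (0.24 uM) tau K18 P301L, heparin-triggered fibrillization over 6 hr at 37 C was scored by ThT fluorescence.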
JMJD2E inh = qHTS Assay for Inhibitors of Human Jumonji Domain Containing 2E (JMJD2E); Lysine-specific demethylase 4E (Homo sapiens), B2RXH2; JMJD2E catalytic domain, FDH-coupled NADH fluorescence (FDH is formaldehyde dehydrogenase); Potency, µM (doses to about 57.1 µM), inactives show top-dose activity change, negative = inhibition, hits mostly inhibitors; 230,000 compounds, 1.6% hits; active means well fitted inhibition curve with a large enough effect, not every such curve was filed as active; inconclusive means small, poorly fitted or top-dose-only effect, or another doubt; inactive means no such curve, though single readings can be large or run the other way;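 further: 0% = wells with enzyme and -100% = buffer wells without enzyme; nearly all actives have a fitted effect of over 50% in size; many of its hits are not listed in these tables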
Target sequence (B2RXH2 1-337 limits assumed): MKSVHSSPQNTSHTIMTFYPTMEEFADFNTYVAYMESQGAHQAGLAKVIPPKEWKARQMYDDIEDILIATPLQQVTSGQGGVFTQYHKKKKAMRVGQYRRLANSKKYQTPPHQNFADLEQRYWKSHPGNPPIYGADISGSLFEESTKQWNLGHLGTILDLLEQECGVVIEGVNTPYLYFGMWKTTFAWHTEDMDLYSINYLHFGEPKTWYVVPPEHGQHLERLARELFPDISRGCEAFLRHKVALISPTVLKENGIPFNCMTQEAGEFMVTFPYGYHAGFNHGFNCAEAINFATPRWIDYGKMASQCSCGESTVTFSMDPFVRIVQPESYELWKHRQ
Luc counter = Counterscreen for Luciferase (Kinase-Glo TM) Inhibition; Luciferin 4-monooxygenase (Photuris pensylvanica), Q27757; Kinase-Glo luciferase, ATP luminescence, 8 min; Potency, µM (titrated, usually from 38.3 µM), for the others: at the highest dose activity change, negative = inhibition, usual class: inhibitors; 200,000 compounds, 0.28% hits; further: on the % scale 0 is the no-effect control and ±100 the full control effect; nearly all actives have a fitted effect of over 60% in size
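Substrate mix (final 50 mM imidazole pH 7.2, 50 mM KCl, 7 mM MgCl2, 10 uM ATP, 0.01% Tween 20, 0.05% BSA) plus pin-tool compound, then Kinase-Glo detection mix; 8 min ambient, luminescence read.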
RECQ1 inh = qHTS Assay for Inhibitors of RecQ-Like Dna Helicase 1 (RECQ1) | ATP-dependent DNA helicase Q1 (Homo sapiens), P46063 | RECQ1 DNA unwinding, red fluorescence kinetic read | Potency, µM (highest dose often 57.3 µM), without a hit: top-dose activity, negative = inhibition, hits mostly inhibitors | 240,000 compounds, 0.54% hits;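 further: plate controls were vehicle for no effect and no enzyme for full effect; nearly all actives have a fitted effect of over 30% in size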
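50 nM RECQ1T1 preincubated 15 min with compound in Tris pH 8.0 buffer with MgCl2, DTT, Tween-20 and 2.5 ug/ml poly(dI-dC); started with 200 nM TAMRA/BHQ-2 forked duplex and 2 mM ATP. Unwinding read as fluorescence (525/598 nm), two reads 2 h apart.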
SMN2 splice enh = qHTS Assay for Enhancers of SMN2 Splice Variant Expression; HEK293 SMN2-luciferase splicing reporter, luminescence, 30-36 h; Potency, µM (highest dose often 46.1 µM), for the others: at the highest dose activity change, positive = activation, actives largely listed as activators; 210,000 compounds, 2.8% hits; AID 1458, 2008; further: % of control where 0% means no effect; nearly all actives have a fitted effect of over 55% in size
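HEK293 cells carry an SMN2 minigene-luciferase reporter in which exon 7 inclusion puts luciferase in frame. Cells were seeded at 2000 cells/well, attached for 10-12 hours, then exposed to compounds for 30-36 hours at 37C before ONE-Glo luminescence.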
LMNA splice mod = qHTS Assay for Modulators of Lamin A Splicing; 200,000 compounds, 0.01% hits; HeLa LMNA splicing GFP/RFP minigene ratio, 48 h; Potency, µM (top dose mostly 46.1 µM), for inactives: at the highest dose ratio change, negative = inhibition, hits mostly inhibitors; active means well fitted inhibition curve with a large enough effect in the signal ratio, with a control signal flat, not every such curve was filed as active; inconclusive means small, poorly fitted or top-dose-only effect, or effect the other way, or a change in a side signal; the % refers to the signal ratio; further: on the % scale 0 is the no-effect control and ±100 the full control effect
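S3 HeLa cells stably expressing lamin A-EGFP splicing minigene plus DsRed2, 600 cells/well, 48 h compound exposure at 37C. Laser-scanning cytometry; analysed as GFP (500-530 nm)/RFP (575-640 nm) total intensity ratio; 0.5% DMSO vehicle.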
ALDH1A1 inh = qHTS Assay for Inhibitors of Aldehyde Dehydrogenase 1 (ALDH1A1) | AID 1030, 2008 | Purified ALDH1A1, NADH fluorescence, propionaldehyde substrate | Aldehyde dehydrogenase 1A1 (Homo sapiens), P00352 | Potency, µM (top dose mostly 75.3 µM), without a hit: at the highest dose activity, negative = inhibition, most hits filed as inhibitors | 220,000 compounds, 7.3% hits; active means well fitted inhibition curve with a large enough effect, not every such curve was filed as active; inconclusive means small, poorly fitted or top-dose-only effect, or another doubt; inactive means no such curve, though single readings can be large or run the other way;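 further: plate controls were no enzyme wells and a reference inhibitor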
Target sequence (P00352 whole entry, looked up): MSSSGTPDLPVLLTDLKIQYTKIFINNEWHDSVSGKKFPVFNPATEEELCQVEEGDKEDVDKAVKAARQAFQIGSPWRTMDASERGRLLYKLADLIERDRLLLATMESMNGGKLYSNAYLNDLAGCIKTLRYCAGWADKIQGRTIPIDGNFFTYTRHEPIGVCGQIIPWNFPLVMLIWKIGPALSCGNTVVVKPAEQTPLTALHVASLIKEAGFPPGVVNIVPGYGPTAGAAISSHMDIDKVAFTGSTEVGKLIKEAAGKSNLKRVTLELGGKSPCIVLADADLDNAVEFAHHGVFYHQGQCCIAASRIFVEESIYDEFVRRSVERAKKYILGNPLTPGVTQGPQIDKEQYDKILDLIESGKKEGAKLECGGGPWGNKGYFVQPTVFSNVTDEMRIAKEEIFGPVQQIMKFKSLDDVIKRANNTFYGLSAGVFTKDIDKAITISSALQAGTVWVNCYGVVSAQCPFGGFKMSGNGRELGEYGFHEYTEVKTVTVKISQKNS
* marks the source's active call; other numbers are inactive results; i = inactive; ? = inconclusive; nt = not tested or not shown; & = joins results of further samples; [ ] = dose if it differs, or a comment. Unless noted, the call rests on the fitted dose curve; in most records, active means well fitted curve in the direction sought with a large enough effect; inconclusive means small, poorly fitted or top-dose-only effect, or another doubt; inactive means no such curve, though single readings can be large; an effect the other way counts as inactive or inconclusive. Potency means the concentration at half of the fitted maximal effect.

SMILES | L3MBTL1 inh | Tau ThT inhib | JMJD2E inh | Luc counter | RECQ1 inh | SMN2 splice enh | LMNA splice mod | ALDH1A1 inh
O=C1N(c2ccc(Cl)cc2)C(c2ccc(Cl)cc2)N2CCCN12 (stereo not given) | 8% | 0% | -5% | 4% | -7% | 4% | -7% | 18%
Cc1ccc(C(=O)N(Cc2nc3ccccc3c(=O)[nH]2)C2CCCC2)cc1 | -4% | 9% | 2% | 4% | i | -31%[inhibitor] | nt | ?
CCc1ccc(C(=O)NN(C(=O)c2ccc(CC)cc2)C(C)(C)C)cc1 | -11% | 9% | -4% | 3% | i | -43%[inhibitor] | ? | -2%
O=C(c1ccc(N2CCCC2=O)cc1)N1CCOCC1 | -4% | 1% | 3% | 8% | -4% | 13% | -12% | 19%
CCCCC/C=C\C/C=C\C/C=C\CCCCCCC(N)=O | nt | -10% | 2% | 2% | -6% | -5% | nt | 1%
O=C(Nn1c(SCc2cccc([N+](=O)[O-])c2)nc2ccccc2c1=O)c1ccccc1 | 0% | -6% | 3% | -6% | 3% | ? | ? | 0%
COc1ccc(OCCCN2CCCCCC2)cc1 | nt | ? | -5% | -3% | -1% | 17% | -1% | -7%
O=C(CCC(=O)N1CCOCC1)c1ccc(F)cc1 | nt | -9% | 4% | 4% | -3% | 14% | nt | 2%
O=C(NCCCCc1ccccc1)C1CC(c2ccccc2[N+](=O)[O-])=NO1 (stereo not given) | -1% | -14% | -5% | 1% | -2% | -21% | 11% | -4%
O=C1OCCN1C(=O)[C@H]1[C@H](c2ccc([N+](=O)[O-])cc2)C(c2cccc(Cl)c2)=NN1c1ccc(Br)cc1 | -4% | -13% | nt | -2%[39.9 µM] | -3% | nt | nt | 7%[50.4 µM]
COc1ccc(Cl)cc1NC(=O)N1CCN(C2CCCCC2)CC1 | -4% | -2% | 6% | -3% | -10% | 7% | 9% | -2%
Cc1ccc(N(C(C)C(=O)Nc2cc(Cl)ccc2Oc2ccccc2)S(C)(=O)=O)cc1 (stereo not given) | -4% | -14% | 2% | 4% | -14% | -5% | 0% | 2%
Cc1cc(C(=O)COC(=O)CN(C)S(=O)(=O)c2ccc(Cl)cc2)c(C)n1Cc1cccs1 | -6% | -16% | -1% | 5% | -11% | -3% | -7% | -11%
COc1ccccc1NC(=O)CN1CCC(C(=O)c2ccc(F)cc2)CC1 | 5% | -13% | -3% | 1% | -15% | -16% | 5% | 15%
COc1ccc(CNC(=O)CN(c2ccccc2)S(=O)(=O)N(C)C)cc1 | 7% | 2%&1% | 3% | nt | -6% | 17% | nt | 1%
Cc1c(CN2CCCCC2)c(O)n(CCCO)c(=O)c1C#N | -12% | ? | ? | nt | -5% | nt | 0% | -7%
COc1cc(CNC(C)(C)CO)ccc1OCC(=O)NC(C)(C)C | 10% | -2% | -6% | -6% | 3% | 12% | -5% | 5%
COc1cccc(OCc2cc(/C=N/NC(=O)c3nc(Cl)c(Cl)c(N)c3Cl)ccc2OC)c1 | nt | -6% | ? | 0% | -5% | -1% | 15% | ?
Cn1c(SCC(=O)N2CCN(S(=O)(=O)c3ccc(Cl)cc3)CC2)nc2ccccc21 | nt | -3% | 2% | -2% | -9% | -10% | 0% | -5%
CC(=O)Nc1ccc(NC(=O)c2cccc(-c3cc4ccccc4oc3=O)c2)cc1 | -29% | -2% | ? | -2% | -16% | 10µM* | ? | -1%
Cc1ccc(C(c2nnnn2Cc2ccccc2)N2CCN(Cc3ccccc3)CC2)cc1 (stereo not given) | -6% | -21% | -2% | -2% | -10% | -12% | -2% | 22µM*
O=C(OCC(=O)N(C1CCCCC1)C1CCCCC1)c1ccncc1 | nt | -17% | -6% | -4% | -2% | 20% | 0% | ?
COc1ccc(C2=CSC(/N=C/c3ccc(F)cc3)=NN2)cc1 | -8% | 14µM* | -4% | 2% | -16% | -30% | 6% | 13%
O=C1[C@@H]2[C@@H]3C[C@@H]([C@H]4ON=C(c5ccc(OCc6ccccc6)cc5)[C@@H]34)[C@@H]2C(=O)N1c1ccc2c(c1)OCO2 | -4% | -6% | -4% | 0% | -8% | -18% | ? | 2%
CS(=O)(=O)N(CC(=O)NCc1ccc2c(c1)OCO2)c1ccc(Cl)cc1 | 10% | -3% | 1% | 3% | -2% | -7% | 0% | -2%
Cc1ccccc1CN(c1ccc(C(=O)Nc2ccccc2C(=O)N2CCCC2)cc1)S(C)(=O)=O | nt | -9% | -2% | 0% | -1% | -40%[inhibitor] | 4% | -1%
O=C(CSc1ccccc1)Nc1ccccc1C(=O)O | nt | -2% | -20% | 11% | 12% | 1% | ? | 2%
O=C(CCSc1nc(-c2ccco2)cc(C(F)(F)F)n1)NCc1ccccn1 | nt | -5% | 1% | 0% | i | 19% | -1% | ?
CCOC(=O)Cc1csc(NC(=O)COc2ccccc2)n1 | 6% | -6% | 10% | 0% | -15% | 4% | 11% | 9%
Cc1cc(S(=O)(=O)NC2CCCCC2)c(C)s1 | -3% | -18% | -2% | -7% | -8% | ? | 2% | ?
COc1cc(/C=N\NC(=O)c2ccc(Cn3cc(Br)c([N+](=O)[O-])n3)o2)cc(OC)c1O | -2% | -3% | 1% | 2% | 5% | 13% | ? | -9%
C=CCn1c(SCC(=O)c2ccc(Br)cc2)nnc1C(C)NC(=O)Cc1ccc(OC)cc1 (stereo not given) | nt | -16% | -4% | 15% | -2% | -16% | 0% | 11%
Cc1cccn2c(=O)c(C=O)c(N3CCN(c4ccccc4)CC3)nc12 | -25% | ? | -1% | -2% | 25% | 6% | nt | ?
COCCCNC(=O)/C(C#N)=C/c1ccc(OCC(=O)O)c(OC)c1 | 3.5µM* | -18% | ? | -2% | 4% | -2% | -8% | ?
COC(=O)c1cc(NC(=O)C23CCC(C)(C(=O)O2)C3(C)C)cc(C(=O)OC)c1 (stereo not given) | 2% | -2% | -8% | 6% | i | 26% | -6% | ?
CN1CCN(c2ccc([N+](=O)[O-])cc2C(=O)N2CCOCC2)CC1 | 0% | -2% | -3% | 0% | -1% | -6% | -2% | 4%
Cc1noc(C(=O)NCc2ccccc2)c1Cl | nt | -7% | 12% | 0% | -15% | 3% | -7% | -1%
O=C(O)CNC(=S)N(Cc1ccccc1F)C1CCCCC1 | nt | -6% | -8% | 2% | -1% | -10% | -8%[46 µM] | ?
CCC(C)(C(=O)NC1CCCCC1)N(C(=O)CC1NC(=O)NC1=O)c1c(C)n(C)n(-c2ccccc2)c1=O (stereo not given) | -7% | 4% | 0% | -6% | 8% | 5% | ? | 5%
C#CCSc1nnc(-c2sc3ccccc3c2Cl)o1 | 4% | ? | 14% | -5% | -4% | ? | 14% | ?
Cc1ccc(NC(=O)COC(=O)c2cc(-c3cccs3)nn2-c2ccccc2)cc1[N+](=O)[O-] | -27% | -1% | 1% | -1% | -3% | -30%[inhibitor] | ? | -1%
NC(=O)CN1CCCN(S(=O)(=O)c2ccc(Br)cc2)CC1 | -5% | -4% | 11% | -3% | -11% | 9% | 17% | ?
O=C(O)C1CCCN(S(=O)(=O)c2cccc3cccnc23)C1 (stereo not given) | -13% | -7% | 1% | 1% | 4% | 6% | -7% | 7%
CCCNC(=O)c1cccc(Cn2nc(C)c(Br)c2C)c1 | nt | -13% | -8% | -2% | 2% | -15% | ? | 1%
O=C(Cn1cccn1)c1ccccc1 | 2% | -2% | 5% | 7% | 0% | -1% | 14%[46 µM] | -1%
CCN(/N=C/c1ccc(Cl)cc1)c1cc(=O)n(C)c(=O)[nH]1 | -7% | 4% | -8% | 0% | 4% | 22% | -7% | ?
CCSc1nnc(NC(=O)c2cc(C)on2)s1 | -7% | -5% | -2% | 1% | -11% | ? | 10% | -4%
COc1ccc(-c2[nH]ncc2/C=C(/C#N)C(=O)NC2CCCCCC2)cc1 | 1% | -4% | ? | -7% | i | -14% | ? | ?
Cn1cnc2c1c(=O)n(Cc1c(Cl)cccc1Cl)c(=O)n2C | 5%[11.4 µM] | 0% | 4% | -1% | -3% | nt | -6% | -6%
CN(C)CCC(=O)c1ccc2c(c1)OCO2 | 3% | ? | -21% | -2% | -1% | -10% | ? | 0.022µM*

(cont.)
SMILES | L3MBTL1 inh | Tau ThT inhib | JMJD2E inh | Luc counter | RECQ1 inh | SMN2 splice enh | LMNA splice mod | ALDH1A1 inh
CC(=O)N=Cc1c(C)c(C#N)c(=O)n(C)c1O | nt | ? | ? | 0% | 7% | -6% | -11%[46 µM] | -3%
Cc1ccc(NC(=O)CSc2nnc(-c3ccco3)c(-c3ccco3)n2)cc1 | 20µM* | 7.9µM* | ? | -1% | ? | -1% | ? | 3.2µM*
O=C(CN1CCN(Cc2ccccc2F)C1=O)NCCN1CCOCC1 | -4% | 2% | 1% | -2% | 4% | -24% | 3% | -11%
CN1CCN(NC(=O)c2ccccc2F)CC1 | 1% | 0% | 8% | -9% | -3% | 12% | 2% | 2%
COc1ccc(NC(=S)NCc2cccs2)c(OC)c1 | -3% | -5% | -5% | 1% | -1% | ? | ? | 4%

A portion of the library; count on the stated rates, not on these rows.
